Compound activity as filed in PubChem.
L3MBTL1 inh = inhibitors of human L3MBTL1. Q9Y468. AlphaScreen L3MBTL1–H3K9me1 peptide binding. Potency, µM (doses to about 57.1 µM), inactives show top-dose activity, negative = inhibition, actives largely listed as inhibitors. 0.66% of 230,000 active; also: % is scaled to controls: 0 for no effect and ±100 for the full control effect; nearly all actives have a fitted effect of over 60% in size
Target sequence (Q9Y468 whole entry, looked up): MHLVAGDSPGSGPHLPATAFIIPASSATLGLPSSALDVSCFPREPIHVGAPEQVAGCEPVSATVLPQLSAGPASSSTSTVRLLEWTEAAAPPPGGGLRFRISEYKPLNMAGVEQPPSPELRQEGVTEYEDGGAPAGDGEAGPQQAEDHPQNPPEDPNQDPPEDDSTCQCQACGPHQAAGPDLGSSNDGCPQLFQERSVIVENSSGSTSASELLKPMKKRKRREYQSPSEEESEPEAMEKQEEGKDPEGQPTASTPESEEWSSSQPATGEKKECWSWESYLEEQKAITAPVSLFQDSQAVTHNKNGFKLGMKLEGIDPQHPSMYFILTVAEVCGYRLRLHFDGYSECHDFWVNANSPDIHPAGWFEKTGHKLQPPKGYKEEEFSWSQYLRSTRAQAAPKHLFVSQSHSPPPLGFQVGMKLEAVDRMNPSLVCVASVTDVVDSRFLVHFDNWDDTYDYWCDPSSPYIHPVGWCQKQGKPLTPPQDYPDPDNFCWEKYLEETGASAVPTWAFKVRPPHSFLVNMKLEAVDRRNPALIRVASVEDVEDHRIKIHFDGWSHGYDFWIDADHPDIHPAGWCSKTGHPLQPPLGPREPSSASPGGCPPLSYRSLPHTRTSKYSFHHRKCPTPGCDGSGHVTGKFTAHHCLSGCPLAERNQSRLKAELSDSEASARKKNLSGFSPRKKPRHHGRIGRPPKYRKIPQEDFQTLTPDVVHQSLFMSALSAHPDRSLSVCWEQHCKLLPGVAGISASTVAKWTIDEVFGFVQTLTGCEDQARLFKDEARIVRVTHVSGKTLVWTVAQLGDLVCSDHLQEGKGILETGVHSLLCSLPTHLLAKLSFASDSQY
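L3MBTL1 50 nM + b-AHA-H3(1-15)K9me1 75 nM, 30 min RT; compound added, 30 min RT; streptavidin donor/Ni-chelate acceptor beads 10 ug/mL each final, 30 min RT dark; AlphaScreen read.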
Tau fibril ThT = blocks human tau fibril formation measured by thioflavin T. AID 1460. recombinant tau K18 P301L, heparin-induced fibrillization, ThT fluorescence. P10636. Potency, µM (series often up to 57.4 µM), inactives show top-dose activity, negative = inhibition, actives largely listed as inhibitors. 2.1% of 270,000 active; also: % is scaled to controls: 0 for no effect and ±100 for the full control effect; nearly all actives have a fitted effect of over 55% in size
Target sequence (P10636 561-689 P618L limits assumed): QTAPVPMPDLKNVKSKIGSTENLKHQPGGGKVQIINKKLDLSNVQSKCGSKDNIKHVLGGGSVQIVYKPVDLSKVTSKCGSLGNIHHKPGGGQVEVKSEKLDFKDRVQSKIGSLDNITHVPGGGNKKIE
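K18 P301L tau (15 uM + 0.24 uM Alexa 594-tagged), heparin 20 uM, NaOAc pH 7, 6 h 37 C; ThT 30 uM, 1 h RT, ex 450/em 510 nm.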
RECQ1 helicase = blocks DNA unwinding by human RECQ1 | P46063 | RECQ1 DNA unwinding, red fluorescence kinetic read | Potency, µM (top dose mostly 57.3 µM), inactives show top-dose activity, negative = inhibition, actives largely listed as inhibitors | 0.54% of 240,000 active | AID 2549;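 also: plate controls were vehicle for no effect and no enzyme for full effect; nearly all actives have a fitted effect of over 30% in size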
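RECQ1T1 50 nM; forked duplex (20 bp + 30-nt ss tails) 200 nM, ATP 2 mM final; pH 8.0, 2 mM MgCl2, 2.5 ug/ml poly(dI-dC); 15 min compound preincubation; discontinuous kinetic read over 2 h at RT.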
HTT ATP protect = cytoprotection in Huntington HTT-Q103 PC12 cell model | 0.14% of 230,000 active | AID 1471 | Potency, µM (series often up to 56.4 µM), for inactives: cytoprotection (ATP increase), most hits filed as activators | PC12 HTT-Q103 induced, cytoprotection, ATP luminescence, 40 h;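 also: % of control where 0% means no effect; nearly all actives have a fitted effect of over 45% in size; toxic huntingtin expression switched on by the ecdysone agonist tebufenozide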
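Cells were plated at 1500 per well in phenol red-free DMEM with 5% equine and 5% calf serum. Tebufenozide (100 nM final) and compounds were added, then ATPlite reagent, and luminescence was read.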
Tau FP inhib = inhibitors of human tau fibril formation; P10636; K18 P301L tau heparin fibrillization, Alexa594 FP, 6 h; Potency, µM (top dose mostly 57.7 µM), for inactives: at the top dose activity, negative = inhibition, most hits filed as inhibitors; 0.39% of 280,000 active; AID 1468; also: % is scaled to controls: 0 for no effect and ±100 for the full control effect; nearly all actives have a fitted effect of over 55% in size
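Human tau K18 […] P301L fragment, 15 uM unlabeled plus 0.24 uM Alexa 594-labeled tau (final), with compound and 20 uM heparin in 100 mM sodium acetate pH 7; 6 hr at 37 C, then Alexa 594 FP read.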
TRb-SRC2 inh = TRbeta-SRC2 interaction inhibition; P10828; TRbeta-SRC2 peptide binding, fluorescence polarization; receptor liganded with 1 µM T3; Potency, µM (doses to about 106 µM), inactives show top-dose activity change, negative = inhibition, actives largely listed as inhibitors; 0.065% of 280,000 active; AID 1469;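 also: plate controls were bound peptide for no effect and peptide without receptor for full effect; nearly all actives have a fitted effect of over 50% in size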
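Read-out is fluorescence polarization (555 nm excitation, 632 nm emission) of a Texas Red SRC2 coactivator peptide; loss of signal reflects blocked binding to human TRb ligand-binding domain in the presence of 1 uM T3.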
Tau fluor cs = counter-screen for tau fibril formation inhibitors; tau K18 P301L (four-repeat tau fragment) Alexa594 fluorescence, heparin fibrillization; Potency, µM (highest dose often 57.7 µM), inactives show top-dose activity change, negative = decrease; 0.93% of 280,000 active; AID 1463; also: % is scaled to controls: 0 for no effect and ±100 for the full control effect; nearly all actives have a fitted effect of over 55% in size
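Human K18 P301L tau (15 uM unlabeled plus 0.24 uM Alexa 594-labeled, final) in 100 mM sodium acetate pH 7 was mixed with compound and 20 uM heparin and incubated 6 hr at 37 C.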
TexasRed fluor = alters Texas Red total fluorescence, flagging assay interference; 0.29% of 280,000 active; TRb/SRC2 Texas Red total fluorescence interference; AID 1479; Potency, µM (titrated, usually from 106 µM), inactives show top-dose fluorescence change, negative = quenching; active = well fitted curve in either direction with a large enough effect; inconclusive = small, poorly fitted or top-dose-only effect; also: % is scaled to controls: 0 for no effect and ±100 for the full control effect
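Human TRb ligand-binding domain at 0.6 uM with 20 nM Texas Red SRC2 peptide in Tris buffer containing 1 uM T3 and 5% DMSO, incubated with compound 5 h at ambient temperature. Total fluorescence (555/632 nm) calculated as parallel + 2 × perpendicular.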
Starred values were filed as active, the others as inactive; i = inactive; ? = inconclusive; · = no result given; [ ] = another dose, or the depositor's remark. Unless noted, calls follow the shape of the dose curve; as a rule, active = well fitted curve in the direction sought with a large enough effect; inconclusive = small, poorly fitted or top-dose-only effect, or another doubt; inactive = no such curve, though single readings can be large; an effect the other way counts as inactive or inconclusive. Potency is read from the fitted curve at half-maximal effect. A portion of the library; count on the stated rates, not on these rows.

nr | smiles | L3MBTL1 inh | Tau fibril ThT | RECQ1 helicase | HTT ATP protect | Tau FP inhib | TRb-SRC2 inh | Tau fluor cs | TexasRed fluor
1 | O=C(CN1C(=O)NC2(CCCCC2)C1=O)N1CCN(S(=O)(=O)c2ccccc2)CC1 | 4% | 3% | -1% | -19% | 1% | -2% | -1% | 1%
2 | Cc1ccc2scc(N3CCN(c4ccc(F)cc4)CC3)c(=O)c2c1 | · | 8.9µM* | · | · | -6% | 7% | -22% | 3%
3 | Cn1nc2c(c1C(=O)N1CCCC(C(=O)c3cc(F)ccc3F)C1)CCCC2 (configuration not stated) | 1% | -9% | 12% | 8%[10 µM] | -2% | -4% | -4% | -1%
4 | CCN(CC)C(=S)Nc1ccc([N+](=O)[O-])cc1 | -1% | 0% | -3% | ? | 6% | 4%[53 µM] | 12% | -2%[53 µM]
5 | Cc1oc(-c2cccs2)nc1CS(=O)CC(=O)NCc1ccc2c(c1)OCO2 (configuration not stated) | · | · | -5% | -11%[10 µM] | -1% | -5% | -22% | -1%
6 | CC(C)(C)C(=O)NC(=S)NCc1ccccc1 | -2% | 1% | -13% | -3%[10 µM] | -4% | -1% | -4% | 1%
7 | O=C(Cc1ccc([N+](=O)[O-])cc1)N1N=C2CCCCC2C1(O)C(F)(F)F (configuration not stated) | 57%[activator] | -16% | i | 3%[10 µM] | 7% | -1% | -12% | -2%
8 | COc1cccc(CN2C(=O)N(C(C)C)C(N(O)C(=O)NC(C)C)C2(C)C)c1OC (configuration not stated) | 1% | 1% | -5% | 16% | 5% | 1% | -4% | -1%
9 | COc1ccc(S(=O)(=O)N2CCC(C(=O)Nc3cccc(Cl)c3)CC2)cc1OC | 1% | -3% | -4% | -23% | -12% | 4% | -29% | 0%
10 | CC(C)OC(=O)C(C(=O)C(F)(F)F)c1cc(NS(=O)(=O)c2ccc3c4c(cccc24)C(=O)N3)ccc1O (configuration not stated) | · | -8% | · | · | -5% | 6% | -27% | -6%
11 | CCc1ccccc1S(=O)(=O)Cc1ccc(C(=O)NCc2cccs2)o1 | 1% | -5% | 6% | · | ? | -1% | -8% | -1%
12 | COc1ccc(CNc2oc(-c3ccccc3)nc2C#N)cc1 | -13% | -12% | -5% | -9% | 6% | -4% | ? | -6%
13 | CSc1ccccc1C(=O)Nc1cccc(C)c1 | · | -12% | -5% | -19% | -1% | -3% | -4% | -3%
14 | CC(C)CC(=O)NC(=S)Nc1ccc(N2CCN(C(=O)c3cccs3)CC2)cc1 | · | · | -2% | 1%[10 µM] | 10% | -4% | -25% | -2%
15 | Cc1ccccc1S(=O)(=O)NC1OC(=O)C(Cl)=C1Cl (configuration not stated) | -3% | 28µM* | -8% | 9% | 28µM* | -10% | -22% | -1%
16 | CCOC(=O)c1ccc(OCC2c3cc(OC)c(OC)cc3CCN2C(=O)c2ccc(S(=O)(=O)N3CCCC3)cc2)cc1 (configuration not stated) | · | -4% | · | · | 4% | 0% | -3% | 1%
17 | CCn1cc(C(=O)O)c(=O)c2cc(F)c(N3CCN(C(=S)NC(=O)c4cccc(F)c4)CC3)cc21 | · | · | -15% | 7%[10 µM] | 6% | -3% | 5% | 0%
18 | COc1ccc(S(=O)(=O)N2CCN(C(=O)c3cccs3)CC2)cc1OC | -1% | -8% | -5% | -17%[0.074 µM] | -8% | -11% | -6% | 0%
19 | CC(=O)Nc1ccc(N(C(=O)Cn2nnc3ccccc32)C(C(=O)NCc2ccccc2)c2ccc(C)cc2)cc1 (configuration not stated) | · | ? | · | · | -5% | 0% | ? | -31%
20 | CC(C)c1ccc2[nH]c3c(c2c1)CCC/C3=N\NC(=O)c1ccncc1 | -10% | ? | -2% | 4%[10 µM] | 13% | -3% | ? | -2%
21 | Cc1ccc(OCC(=O)N2CCN(S(=O)(=O)c3ccccc3[N+](=O)[O-])CC2)cc1 | -5% | -4% | i | -17% | 9% | -7% | -10% | 0%
22 | CC(=O)NC(C)(C)C1CC=C(C)/C(=N\O)C1 (configuration not stated) | · | -9% | i | -3% | -3% | -8% | -7% | -1%
23 | Cc1ccc(C(=O)NNC(=O)CCC(=O)Nc2cccc(Cl)c2C)cc1 | 12% | 4% | -5% | 19%[10 µM] | 3% | 4% | 2% | 1%
24 | COc1ccc(NC(=O)c2oc3ccccc3c2NC(=O)c2ccco2)c(OC)c1 | 6% | -1% | -5% | -8% | -19% | -5% | ? | 1%
25 | Cc1csc2nc(COc3ccc(NC(=O)COc4ccccc4F)cc3)cc(=O)n12 | · | -12% | · | · | 2% | 1% | 2% | -2%

An excerpt of these results, with values under each structure:
Every second line gives: L3MBTL1 inh	Tau fibril ThT	RECQ1 helicase	HTT ATP protect	Tau FP inhib	TRb-SRC2 inh	Tau fluor cs	TexasRed fluor
#16 CCOC(=O)c1ccc(OCC2c3cc(OC)c(OC)cc3CCN2C(=O)c2ccc(S(=O)(=O)N3CCCC3)cc2)cc1 (configuration not stated)
 : ·	-4%	·	·	4%	0%	-3%	1%
#17 CCn1cc(C(=O)O)c(=O)c2cc(F)c(N3CCN(C(=S)NC(=O)c4cccc(F)c4)CC3)cc21
 : ·	·	-15%	7%[10 µM]	6%	-3%	5%	0%
#18 COc1ccc(S(=O)(=O)N2CCN(C(=O)c3cccs3)CC2)cc1OC
 : -1%	-8%	-5%	-17%[0.074 µM]	-8%	-11%	-6%	0%
#19 CC(=O)Nc1ccc(N(C(=O)Cn2nnc3ccccc32)C(C(=O)NCc2ccccc2)c2ccc(C)cc2)cc1 (configuration not stated)
 : ·	?	·	·	-5%	0%	?	-31%
#20 CC(C)c1ccc2[nH]c3c(c2c1)CCC/C3=N\NC(=O)c1ccncc1
 : -10%	?	-2%	4%[10 µM]	13%	-3%	?	-2%
#21 Cc1ccc(OCC(=O)N2CCN(S(=O)(=O)c3ccccc3[N+](=O)[O-])CC2)cc1
 : -5%	-4%	i	-17%	9%	-7%	-10%	0%
#22 CC(=O)NC(C)(C)C1CC=C(C)/C(=N\O)C1 (configuration not stated)
 : ·	-9%	i	-3%	-3%	-8%	-7%	-1%
#23 Cc1ccc(C(=O)NNC(=O)CCC(=O)Nc2cccc(Cl)c2C)cc1
 : 12%	4%	-5%	19%[10 µM]	3%	4%	2%	1%
#24 COc1ccc(NC(=O)c2oc3ccccc3c2NC(=O)c2ccco2)c(OC)c1
 : 6%	-1%	-5%	-8%	-19%	-5%	?	1%
#25 Cc1csc2nc(COc3ccc(NC(=O)COc4ccccc4F)cc3)cc(=O)n12
 : ·	-12%	·	·	2%	1%	2%	-2%

(continued)
nr | smiles | L3MBTL1 inh | Tau fibril ThT | RECQ1 helicase | HTT ATP protect | Tau FP inhib | TRb-SRC2 inh | Tau fluor cs | TexasRed fluor
26 | COC(=O)c1cccc(-n2cnnn2)c1 | 17%[11.4 µM] | 1% | -6% | 1%[10 µM] | -8% | 4% | -3% | -1%
27 | COc1ccc(-c2csc(NC(=O)c3cc(=O)c4ccccc4o3)n2)cc1OC | · | ? | 2% | -40% | -4% | 1% | -20% | 0%
28 | COC(=O)C1=C(C)N(c2ccc(S(N)(=O)=O)cc2)C(=O)C1 | -4% | ? | -3% | -27% | 4% | 2% | -6% | -1%
29 | CSc1nc(C)nc(N/C=C(\C#N)S(=O)(=O)c2ccccc2Cl)n1 | 10% | -8% | -7% | 21%[10 µM] | -6% | 7% | -6% | -1%
30 | CCN(Cc1cc2ccccc2[nH]c1=O)C(=O)c1cccc([N+](=O)[O-])c1 | 4% | -3% | -2% | 10%[10 µM] | -11% | -5% | -4% | -1%
31 | O=C(N/N=C/c1ccco1)c1cc(-c2ccccc2)n[nH]1 | -4% | -7% | -3% | ? | -8% | 4% | -6% | 0%
32 | N#CCCNC(=O)Cn1c(COc2ccc(Cl)cc2)nc2ccccc21 | 6% | 1% | -7% | 0%[10 µM] | 6% | 4% | -3% | 2%
33 | O=C(OCC(=O)N1CCc2ccccc21)c1cccnc1 | · | ? | -6% | 0% | -6% | 2% | -16% | 1%
34 | COc1cccc(C2(O)CCN(CC(=O)NCC3CC3)CC2)c1 | · | -5% | i | 32% | 4% | -5% | -6% | 0%
35 | CCN(c1ccccc1)S(=O)(=O)c1ccc(Cl)c(C(=O)OCC(=O)c2[nH]c(C)c(C(C)=O)c2C)c1 | 6% | -8% | -6% | -4%[0.074 µM] | -8% | 2% | -29% | -2%
36 | CC1(C)CC(=O)C2=C(C1)Nc1ncnn1C2c1ccccn1 (configuration not stated) | · | -7% | -10% | -2%[0.074 µM] | -1% | 0% | -6% | 1%
37 | O=C(Cc1ccccc1[N+](=O)[O-])NCc1ccc2c(c1)OCO2 | 7% | -4% | -3% | -3%[10 µM] | -13% | -8%[53 µM] | -2% | -1%[53 µM]
38 | CCCSCCCNC(=O)CN1C(=O)CCn2nc(-c3cn(C)c4ccccc34)cc21 | · | ? | · | · | ? | -4% | ? | -2%
39 | CCCCC(=O)OCC(=O)c1[nH]c(C)c(C(C)=O)c1C | 4% | 5% | -3% | · | -1% | -1% | 1% | -2%
40 | O=C(CSc1cccc2cccc(Cl)c12)NCc1cccs1 | 3% | ? | -9% | 26%[10 µM] | 2% | 0% | ? | -2%
